Source: PubChem (several laboratories)
H9c2 protect – protects H9c2 cardiomyocytes from peroxide injury. H2O2 injury protection, ATPLite, 2 h. AID 588492. protection from H2O2 cell death, % at 20 µM. actives 0.63% (n = 360,000);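 active = compounds giving at least 50% protection of heart cells from peroxide-induced death in the single-dose screen, raw or plate-pattern-corrected value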;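 note: 0% = DMSO wells with peroxide and 100% = DMSO wells without peroxide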
Exocytosis inh – blocks lytic granule exocytosis. TALL-104 LAMP-1 surface exposure, flow cytometry; cells stimulated with thapsigargin and PMA. inhibition, % at 10 µM. actives 0.66% (n = 360,000). AID 651702;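 active = inhibition above about 55%, limit read from the data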
ABCB6 inh 2 – blocks the human ABCB6 transporter; Q9NP58; K562-ABCB6 porphyrin accumulation, flow cytometry, 1 h; active compounds read low; fluorescence ratio to DMSO, % at 10 µM; actives 0.19% (n = 360,000); AID 602162;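 active = fluorescence ratio to DMSO below 75%, the collection mean minus 3 SD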;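 note: signal is porphyrin accumulated inside mitochondria; 100% equals median channel fluorescence of DMSO control wells; lower ratio means ABCB6 inhibition with less porphyrin fluorescence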
MC4R barr agon – activates human MC4R beta-arrestin recruitment | P32245 | U2OS MC4R beta-arrestin complementation, luminescence; percent of melanotan II response, DMSO zero | activation, % at 8.9 µM | actives 0.98% (n = 360,000);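 active = activation above a per-plate cutoff, the mean activation of sample wells on that plate plus 3 SD, cut at about 8% in these data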
Target sequence (P32245 whole entry, looked up): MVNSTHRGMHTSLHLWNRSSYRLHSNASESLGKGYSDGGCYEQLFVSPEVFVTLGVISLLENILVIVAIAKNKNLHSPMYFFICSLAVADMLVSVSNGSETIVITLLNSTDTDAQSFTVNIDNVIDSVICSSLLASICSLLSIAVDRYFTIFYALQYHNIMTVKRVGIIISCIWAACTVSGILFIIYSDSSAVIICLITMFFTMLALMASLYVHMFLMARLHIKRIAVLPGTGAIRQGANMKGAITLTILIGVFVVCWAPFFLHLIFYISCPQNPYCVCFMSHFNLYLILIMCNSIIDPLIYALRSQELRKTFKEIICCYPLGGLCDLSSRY
ABHD5 PLIN5 PPI – blocks binding of human ABHD5 to perilipin-5 | Q00G26+Q8WTS1 | Split G. princeps luciferase complementation, luminescence, 4 h | actives 0.78% (n = 360,000) | inhibition, % at 4 µM;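 active = inhibition above the mean inhibition across every tested compound plus 3 SD, cut at about 22% in these data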;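 note: 0% = DMSO only wells and the 100% control is not disclosed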
HTR2A ag – activates the mouse 5-HT2A serotonin receptor; CHO-K1 mHTR2A beta-arrestin complementation, luminescence; percent of 30 µM serotonin response; actives 0.66% (n = 360,000); activation, % at 7.6 µM;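 active = activation above a run cutoff, the mean activation of all tested compounds plus 3 SD, cut at about 14% in these data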;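 note: 0% = plate median of compound wells and 100% = 30 µM serotonin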
Target sequence (P35363 whole entry, looked up): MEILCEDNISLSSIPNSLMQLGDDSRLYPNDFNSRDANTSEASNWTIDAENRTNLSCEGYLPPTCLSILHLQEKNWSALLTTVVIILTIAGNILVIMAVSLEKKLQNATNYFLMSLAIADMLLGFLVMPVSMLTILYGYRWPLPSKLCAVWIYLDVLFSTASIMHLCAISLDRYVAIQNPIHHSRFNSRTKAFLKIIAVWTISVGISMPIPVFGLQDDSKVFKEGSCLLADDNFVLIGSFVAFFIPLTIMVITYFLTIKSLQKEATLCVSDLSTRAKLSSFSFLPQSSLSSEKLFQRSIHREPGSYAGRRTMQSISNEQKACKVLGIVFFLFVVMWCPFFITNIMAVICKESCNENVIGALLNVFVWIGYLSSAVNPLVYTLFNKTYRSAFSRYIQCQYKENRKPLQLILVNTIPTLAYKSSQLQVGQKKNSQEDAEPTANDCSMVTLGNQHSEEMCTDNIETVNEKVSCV
aDG glyco up – increases alpha dystroglycan glycosylation; Pro5-aDG cells, alpha-DG glycosylation AlphaScreen (IIH6); 0% Pro5, 100% B10-LARGE cell signal; activation, % at 10 µM; actives 0.22% (n = 360,000);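 active = activation of at least 8% versus controls, or a plate z-score of at least 8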;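 note: Pro5 are CHO cells carrying HIG-tagged alpha-DG that lacks glycosylation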
hiPSC survival – enhancers of human iPSC single-cell survival; hiPSC single-cell survival, ATPlite luminescence; 100% = ROCK inhibitor wells, 0% = DMSO; survival enhancement, % at 20 µM; actives 0.044% (n = 360,000); in the data active = survival enhancement above about 18%;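 note: cells exposed to compounds for 16 hours before the ATP read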
Glyco luc inh – blocks N-linked glycosylation in D54 reporter cells. D54 ERlucT glycosylation luciferase reporter, 24 h; percent of 100 nM tunicamycin response. reporter increase, % at 12.5 µM. actives 0.23% (n = 360,000);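 active = mean luciferase reporter signal, scaled so untreated is 0 and the glycosylation-blocking control 100, at or above a set limit in every replicate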;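 note: luciferase carries N-glycosylation sites so blocking glycosylation raises the light; 0% = median of neutral control wells and 100% = median of 100 nM tunicamycin wells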
MC4R antag cAMP – human MC4R antagonism in cAMP assay | P32245 | MC4R-expressing cells, MTII-stimulated cAMP, LANCE TR-FRET | inhibition, % at 6.5 µM | actives 0.48% (n = 360,000) | AID 540295;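 active = inhibition above its plate's cutoff, the mean of tested wells on that plate plus 3 SD, cut at about 29% in these data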;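 note: 0% = Melanotan II alone and 100% = Melanotan II plus saturating MCL0020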
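Material: U2OS-MC4R stable cell line | Reagent: Melanotan II challenge after compound preincubation | Doses: One concentration, 6.5 µM nominal | Incubation: 30-min compound preincubation, 1-h Melanotan II challenge, 1-h detection, room temperature | Signal: TR-FRET cAMP assay | Replicates: One well per compound, no replicates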
* = called active by the depositor.

SMILES | H9c2 protect | Exocytosis inh | ABCB6 inh 2 | MC4R barr agon | ABHD5 PLIN5 PPI | HTR2A ag | aDG glyco up | hiPSC survival | Glyco luc inh | MC4R antag cAMP
Cc1nc(SCc2ccccc2C)n[nH]1 | 1 | 1 | 93 | -0.6 | -1 | 1 | -0.2 | -0.2 | 1 | 1
CCNC(=O)COC(=O)c1[nH]c(C)c(C(=O)OC)c1C | -3 | 0 | 98 | -0.9 | 4 | 2 | -0.1 | 1.0 | 4 | 13
CCCOc1cccc(-c2nn(-c3ccccc3)cc2/C=C(\C#N)C(=O)NCCCn2ccnc2)c1 | 16 | 17 | 125 | -0.9 | -2 | -9 | 0.9 | -0.6 | 0 | -3
CC(=O)Nc1ccc(Nc2cc(C)nc3c(-c4ccccc4)cnn23)cc1 | 2 | 0 | 93 | -1.2 | 13 | -2 | 0.4 | 2.8 | -23 | 11
Cc1ccccc1NC(=S)NC(=O)COc1ccccc1C | 0 | 3 | 100 | 0.5 | -8 | 3 | 0.3 | 0.1 | 3 | 2
CNc1oc(-c2ccco2)nc1C#N | 2 | -3 | 98 | -0.5 | 0 | 10 | 0.2 | -0.4 | 4 | 0
Cc1noc(C)c1NC(=O)Nc1ccc2c(c1)C(=O)N([C@H](C)CO)C[C@H](C)[C@H](CN(C)C(=O)NC1CCCCC1)OCCCC[C@@H](C)O2 | -2 | -3 | 104 | 1.2 | 0 | -4 | 1.6 | 0.4 | 0 | 12
Cn1c(Cn2c(=O)sc3ccccc32)nnc1SCC(=O)N1CCOCC1 | -9 | -2 | 99 | -1.7 | 1 | -2 | 0.0 | -0.4 | 1 | 10
C=CCNC(=S)Nc1ccc(OC(F)F)c(Cl)c1 | -6 | -2 | 97 | 0.3 | 1 | -1 | -0.2 | -0.1 | -1 | 6
NC(=S)N=Nc1c(O)[nH]c2ccc(F)cc12 | 0 | 0 | 102 | -0.5 | -2 | 0 | 0.1 | 3.6 | 5 | -27
COc1ccc(C2=C/C(=C\c3cccc(OC(C)=O)c3)C(=O)O2)cc1 | -14 | -2 | 104 | 0.6 | -3 | 0 | -0.1 | -0.4 | 2 | -3
O=[N+]([O-])c1ccc(CN2CCOCCOCCOCC2)cc1 | 3 | -2 | 101 | 1.1 | 3 | 0 | -0.1 | -2.0 | 2 | 9
Cc1ccc(C(O)(C(=O)NN(C(=O)c2ccccc2)c2ccccc2)c2ccc(C)cc2)cc1 | -3 | -3 | 93 | 8.3* | -4 | 3 | 0.7 | 0.2 | -3 | 5
COc1ccc(CC(=O)NC(C)C2COc3ccccc3O2)cc1OC (stereo not drawn) | -1 | 0 | 93 | -0.2 | 0 | 0 | 0.1 | -0.9 | -1 | 0
COc1cc2c(cc1NS(=O)(=O)N1CCCC1)oc1ccccc12 | -8 | 1 | 97 | 0.5 | 2 | -2 | 0.0 | 0.7 | -3 | 0
CC(=O)Nc1ccc(/C=C/c2nc(-c3ccccc3O)n[nH]2)cc1 | 6 | 18 | 86 | -0.1 | 4 | -3 | 0.0 | -0.1 | -1 | -2
O=C(c1ccc(N2CCCC2=O)cc1)N1CCOCC1 | 7 | 0 | 87 | -0.3 | 2 | 4 | 0.1 | 1.9 | 2 | 3
COc1ccc(S(=O)(=O)N(CC(=O)O)c2ccccc2)cc1 | 4 | 0 | 104 | 2.0 | 9 | 10 | -0.1 | 0.1 | -1 | 1
Cc1ccc([C@H]2C(C(=O)O)=C[C@@H](C(C)(C)C)N2S(=O)(=O)c2ccc(C)cc2)cc1 | 3 | -2 | 104 | -2.0 | -3 | 2 | 0.1 | 2.2 | 0 | 1
CCc1c(C)nc(N)n2c(SCC(=O)Nc3ccccc3OC)nnc12 | 3 | 0 | 94 | -0.9 | 6 | 0 | 0.3 | 1.7 | 3 | 0
CCOC(=O)C1CCCN(C(=O)CSc2ccc(NC(C)=O)cc2)C1 (stereo not drawn) | 5 | -6 | 101 | -2.3 | -2 | 4 | -0.1 | -0.3 | 2 | 18
O=C(OCc1cnc(Cl)s1)c1ccc(Cl)cc1 | -10 | -2 | 102 | -0.5 | 4 | 0 | -0.1 | -1.9 | 0 | 3
Cc1ccc(SCCN2CCC(C(C)(C)C)CCC2=O)cc1 (stereo not drawn) | -1 | -17 | 99 | 3.2 | -3 | -7 | 0.0 | 1.8 | -3 | -5
CC(=O)c1c(C)[nH]c(C(=O)COC(=O)C2(C)CC2(Cl)Cl)c1C (stereo not drawn) | -15 | -2 | 98 | 0.2 | 1 | 14 | 1.1 | -0.4 | 2 | 7
CCCN1CCN(CCCNC(=O)Cn2nc(-c3ccc(C)cc3)ccc2=O)CC1 | -2 | 15 | 79 | -2.7 | -6 | 3 | 0.0 | -2.7 | 0 | -3
COc1ccccc1N(CC(=O)Nc1cccnc1)S(=O)(=O)c1ccccc1 | 8 | -9 | 97 | -1.5 | 11 | -1 | 0.0 | 1.8 | -1 | 8
Cc1cc(NC(=O)C(C)SCC(=O)Nc2cccc(S(=O)(=O)N3CCCCCC3)c2)no1 (stereo not drawn) | -4 | 6 | 95 | -0.5 | 3 | -6 | -0.4 | -0.3 | 0 | 12
C/C(CCC1CC(C)OC1=O)=N\NC(N)=S (stereo not drawn) | -1 | -2 | 97 | -2.6 | 0 | 3 | 0.8 | -0.1 | 2 | 3
O=C(C[n+]1ccccc1)Nc1ccc(Cl)c([N+](=O)[O-])c1 | 11 | 6 | 102 | -1.0 | -5 | -5 | -0.1 | -0.1 | 5 | 7
O=Cc1cn(CC(=O)N2CCCc3ccccc32)c2ccccc12 | 7 | 2 | 96 | -0.2 | 3 | 2 | 0.5 | 3.5 | -1 | 6
O=C(OCc1cc(=O)oc2cc(O)ccc12)c1cc(S(=O)(=O)N2CCOCC2)ccc1F | 13 | 5 | 101 | -4.5 | 3 | 1 | 0.2 | -0.3 | 3 | -64
COc1cc(/C=C/C(=O)OCC(=O)N2CCN(S(=O)(=O)c3ccc(C)cc3C)CC2)ccc1OC(F)F | -3 | -2 | 95 | -0.2 | 1 | 6 | 0.2 | 0.6 | -3 | 7
COc1cccc(/C=N\NC(=O)Cn2nnc3ccccc32)c1O | 39 | 2 | 102 | -2.1 | 2 | -3 | 0.4 | -0.4 | 1 | 10
COc1ccc(-n2nnnc2SCC(=O)NCCc2ccc(OC)c(OC)c2)cc1 | -3 | -3 | 102 | -1.6 | -4 | 0 | -0.1 | -2.4 | -1 | 13
COc1ccc(S(=O)(=O)NC2CCCC2)c(Cl)c1Cl | 5 | 0 | 97 | -1.3 | -4 | -6 | -0.2 | 1.2 | 2 | -4
CCOc1ccccc1NC(=O)C1CCCN1C(=O)c1cccs1 (stereo not drawn) | 8 | -3 | 98 | -0.2 | 12 | -5 | 0.2 | -0.9 | 3 | 8
CC(=O)c1sc(NC(=O)c2ccc(C)c(C)c2)nc1C | -13 | -2 | 94 | -2.9 | 4 | 5 | -0.1 | -1.2 | -9 | 2
CC(=O)NS(=O)(=O)c1ccc(NC(=O)CN2C(=O)C3C4C=CC(C4)C3C2=O)cc1 (stereo not drawn) | 0 | -1 | 98 | 0.7 | 0 | 5 | -0.1 | 3.0 | 2 | 1
CC1CCCCN1C(=O)Nc1ccccc1Cl (stereo not drawn) | 2 | -1 | 100 | 0.9 | 1 | -1 | 0.5 | 2.5 | 1 | 4
COC(=O)c1cc(S(=O)(=O)NCC(C)c2ccccc2)cn1C (stereo not drawn) | -3 | -1 | 87 | -1.9 | 5 | 0 | 0.0 | 0.0 | -1 | 2
COC(=O)C1CCN(C(=O)COC(=O)c2ccc(N3CCCC3=O)cc2)CC1 | 3 | 13 | 102 | -0.2 | 6 | 3 | 0.2 | -1.5 | 2 | 5
COc1ccc(CN2CCNC(=O)C2CC(=O)NCCc2nc(C)c3c(n2)CCC3)cc1C (stereo not drawn) | 6 | -1 | 97 | -1.2 | -3 | -2 | -0.4 | 0.4 | 2 | 10
Cc1ccc(C(=O)OC(C)C(=O)NC2CCCCC2)cc1S(=O)(=O)N1CCCCC1 (stereo not drawn) | -4 | -2 | 97 | 0.2 | -2 | 0 | -0.1 | -0.1 | -4 | 4
COC(=O)c1ccccc1NC(=S)N1CCC(N2CCCCC2)CC1 | 10 | 0 | 92 | 2.4 | -2 | 5 | 0.0 | -0.4 | -1 | 1
Cc1ccccc1S(=O)(=O)N(C)C[C@@H]1OCc2cn(nn2)CCCC(=O)N([C@H](C)CO)C[C@H]1C | -4 | -4 | 99 | -0.5 | 3 | 5 | -0.1 | 1.3 | 1 | 2
CCCCOC(=O)c1ccc(NC(=O)c2ocnc2C)cc1 | -2 | -1 | 103 | -0.6 | 8 | -3 | 0.0 | -1.4 | 1 | 3
NC(=O)CSc1nnc2n(-c3ccccc3)c(=O)c3c4c(sc3n12)CCCCC4 | 17 | -2 | 93 | -1.5 | 0 | 6 | -0.4 | -0.9 | 2 | 4
COc1cc(C)nc(Nc2nc(C)c(C(C)=O)s2)n1 | 2 | 0 | 101 | 2.0 | -3 | 2 | -0.3 | -0.5 | 3 | 2
CC(=O)Nc1cc(-c2ccc(C(=O)N3CCOCC3)cc2)cn2c(-c3cccc(C(F)(F)F)c3)cnc12 | 17 | -7 | 98 | 5.0 | 8 | 3 | -0.2 | -1.5 | 4 | 20
CCOC(=O)c1sc(NS(=O)(=O)c2ccccc2Cl)nc1C | -1 | 2 | 98 | -0.4 | 3 | 0 | -0.3 | 0.1 | 1 | 6
CCOc1ccc(/C=N/OCC(=O)NC(c2ccccc2)c2ccccc2)cc1 | -12 | -2 | 95 | 0.6 | -6 | 0 | 0.9 | -1.9 | -8 | 4
